Source: PubChem (National Center for Advancing Translational Sciences (NCATS))
Luciferase inh: Photinus pyralis luciferase inhibition | P08659 | purified P. pyralis luciferase, luminescence, biochemical | Potency, µM (doses to about 115 µM), inactives show at the top dose activity change, negative = inhibition, most hits filed as inhibitors | hit rate 2.5% among 76,000 | AID 1347043; note: potency is the fitted concentration of half-maximal effect; nearly all actives have a fitted effect of over 65% in size
Target sequence (P08659 whole entry, looked up): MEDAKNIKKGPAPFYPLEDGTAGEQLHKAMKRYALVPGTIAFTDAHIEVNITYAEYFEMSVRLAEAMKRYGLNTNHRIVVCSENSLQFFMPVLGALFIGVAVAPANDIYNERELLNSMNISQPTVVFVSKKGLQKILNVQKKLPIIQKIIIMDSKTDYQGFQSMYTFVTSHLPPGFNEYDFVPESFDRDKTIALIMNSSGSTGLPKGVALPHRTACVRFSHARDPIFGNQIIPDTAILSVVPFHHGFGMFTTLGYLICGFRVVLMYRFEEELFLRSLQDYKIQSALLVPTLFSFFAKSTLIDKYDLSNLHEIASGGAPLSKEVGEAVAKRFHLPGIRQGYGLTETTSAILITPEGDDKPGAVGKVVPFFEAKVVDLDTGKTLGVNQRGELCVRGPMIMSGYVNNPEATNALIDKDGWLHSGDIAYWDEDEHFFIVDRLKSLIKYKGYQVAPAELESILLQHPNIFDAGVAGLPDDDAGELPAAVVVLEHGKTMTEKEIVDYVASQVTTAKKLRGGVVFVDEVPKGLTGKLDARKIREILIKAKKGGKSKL
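Purified P. pyralis luciferase (10nM final) in 50mM Tris acetate pH 7.5, 10mM Mg acetate, 0.01% Tween-20, 0.05% BSA with 10uM D-luciferin and 10uM ATP. Compounds titrated qHTS. Luminescence imaged on CCD.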
IP6K1 inh: inhibitors of human IP6K1; Q92551; IP6K1 kinase, ADP-Glo luminescence, 2 h; hits give low values; activity change, % (series mostly up to about 58 µM); hit rate 0.81% among 140,000; AID 1645851; in the data active = activity change below about -25%
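ADP-Glo luminescence measures ADP made by human IP6K1 during a 2 h RT reaction with ATP/IP6 (mix at 1.3 mM/130 uM); top library doses 57.5 and 19.1 uM final.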
NIH3T3 tox: cytotoxic compounds in NIH 3T3 cells; NIH 3T3 viability, CellTiter-Glo ATP luminescence, 48-72 h; AID 1345082; Potency, µM (top dose mostly 96.7 µM), without a hit: top-dose activity change, negative = cytotoxicity, most hits filed as inhibitors; hit rate 4.3% among 94,000; note: potency is the fitted concentration of half-maximal effect; nearly all actives have a fitted effect of over 55% in size
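First NIH 3T3 cells are plated at 400 cells/well; next compound is pinned in; then plates incubate 48 or 72 hr at 37 °C; finally CellTiter-Glo is added and luminescence read after 10 min.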
HEK293 tox: cytotoxic compounds in HEK 293 cells. HEK 293 viability, ATP luminescence (CellTiter-Glo), 48-72 h. Potency, µM (doses to about 115 µM), for the others: at the highest dose activity change, negative = cytotoxicity, most hits filed as inhibitors. hit rate 6.6% among 94,000. AID 1345083; note: potency is the fitted concentration of half-maximal effect; nearly all actives have a fitted effect of over 60% in size
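qHTS cytotoxicity; HEK 293, 250 cells/well; compound pinned; 48 or 72 hr, 37 degree Celsius, 5% CO2, 95% humidity; CellTiter-Glo, 10 min RT; luminescence (ATP).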
SNCA expr inhib: reduces expression of the alpha-synuclein gene. HEK-293 SNCA-luciferase knock-in, luminescence, 24 h. AID 1671194. hit rate 0.17% among 140,000. Potency, µM (titrated, usually from 57.2 µM), for the others: at the top dose activity change, negative = inhibition, hits mostly inhibitors;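 note: potency is the fitted concentration of half-maximal effect; plate controls were DMSO cells for no effect and cell-free wells for full effect; nearly all actives have a fitted effect of over 45% in size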
GPT2 inh: GPT2 alanine aminotransferase inhibition; Q8TD30; Recombinant GPT2, coupled pyruvate oxidase/HRP Amplex Red fluorescence; Potency, µM (series often up to 57.7 µM), for the others: at the highest dose activity change, negative = inhibition, most hits filed as inhibitors; hit rate 0.25% among 100,000; AID 1671188; note: potency is the fitted concentration of half-maximal effect; nearly all actives have a fitted effect of over 60% in size; many of its hits are not listed in these tables
Target sequence (Q8TD30 whole entry, looked up): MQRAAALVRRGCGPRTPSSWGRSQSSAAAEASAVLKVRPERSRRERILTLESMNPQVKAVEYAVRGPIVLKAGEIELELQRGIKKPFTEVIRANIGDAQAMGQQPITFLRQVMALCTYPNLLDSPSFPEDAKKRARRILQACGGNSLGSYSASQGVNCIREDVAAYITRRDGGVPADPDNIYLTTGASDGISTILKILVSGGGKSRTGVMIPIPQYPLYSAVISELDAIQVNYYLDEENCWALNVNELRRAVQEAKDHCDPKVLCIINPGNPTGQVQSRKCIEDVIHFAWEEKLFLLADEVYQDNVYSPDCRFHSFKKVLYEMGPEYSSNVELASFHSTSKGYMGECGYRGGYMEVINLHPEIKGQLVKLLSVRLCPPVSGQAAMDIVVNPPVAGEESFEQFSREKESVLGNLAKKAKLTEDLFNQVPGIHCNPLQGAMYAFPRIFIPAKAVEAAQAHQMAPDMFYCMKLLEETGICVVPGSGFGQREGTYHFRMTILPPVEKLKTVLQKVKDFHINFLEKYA
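Inhibition is scored from Amplex Red fluorescence generated when pyruvate oxidase and HRP act on pyruvate released by GPT2. Reactions contain 10ng/uL enzyme, 250uM a-KG and 2mM L-alanine and run 30 min at room temperature.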
SNCA viab count: cell viability loss counter-screen; HEK-293-SNCA-luc viability, GF-AFC fluorescence, 24 h; Potency, µM (series often up to 57.1 µM), inactives show at the highest dose activity change, negative = cytotoxicity, hits mostly cytotoxic; hit rate 0.12% among 150,000;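 note: potency is the fitted concentration of half-maximal effect; 0% = DMSO-treated cells and -100% = medium-only wells without cells; nearly all actives have a fitted effect of over 30% in size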
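HEK-293-SNCA-luc cells (1500/well) plated 24 h, then exposed 24 h to a dilution series; GF-AFC added 30 min at 37C, fluorescence 405/540 nm; normalised to medium-only and DMSO wells, Hill fit.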
Starred values were filed as active, the others as inactive; i = inactive; ? = inconclusive; nt = no result given; [ ] = dose if it differs, or a comment. Unless noted, calls come from the whole dose curve; as a rule, active = well fitted curve in the direction sought with a large enough effect; inconclusive = small, poorly fitted or top-dose-only effect, or another doubt; inactive = no such curve, though single readings can be large; an effect the other way counts as inactive or inconclusive. Unless noted, % is set by controls: 0 for no effect and ±100 for the full control effect. No enrichment for hits. Share with any hit: about 7.7%.

SMILES | Luciferase inh | IP6K1 inh | NIH3T3 tox | HEK293 tox | SNCA expr inhib | GPT2 inh | SNCA viab count
COc1ccccc1C(=O)Nc1ccccc1C(=O)OCc1cc(=O)n2ccsc2n1 | nt | 23 | nt | nt | 1% | nt | -2%
O=C1CC(c2ccccc2)N(C(=O)C2CC2)CCCN(C(=O)C2CCCCC2)CCN1 (configuration not stated) | 5% | 27 | -12% | i | 2% | i | 4%
CCS(=O)(=O)N1CCCCCCNC(=O)[C@@H]2C[C@@H](C(=O)N3CCN(c4ccccn4)CC3)C[C@@H]21 | -16% | 0 | -36% | -26% | -8% | i | 4%
CCc1nc2c(c(-c3ccc(Cl)cc3)n1)CCN(C(=O)c1ccccc1OC)CC2 | -8% | -5 | ? | ? | -2% | i | ?
O=C(c1cnco1)N(CCN1CCCCC1)CC1CCCN(C2CCCC2)C1 (configuration not stated) | -2% | 31 | 3% | -2% | 21% | i | ?
O=C(C1CCCC1)N1CCN(c2ccnc3ccnn23)CC1 | nt | -8 | -18%[138 µM] | -29%[172 µM] | 8%[87.6 µM] | i | 3%[87.6 µM]
CCOc1ccccc1CNC(=O)c1cc2n(n1)CC(c1ccc3c(c1)OCO3)OC2 (configuration not stated) | -12% | -15 | ? | ? | ? | i | 8%
CCCNC(=O)N1CCC(Oc2ccccc2)C1 (configuration not stated) | 3% | 11 | -17% | 10% | -16% | 0% | 7%
CC(=O)OC(CSC1CCC(=O)OC(C)CCC(=O)C1)C(=O)O (configuration not stated) | nt | -3 | nt | nt | nt | i | -1%
O=C(C1CC1)N1CCOc2ccc(CN3CCc4ccccc4C3)cc2C1 | 2% | -7 | -17% | 40µM* | -17% | i | 7%
CCc1ccccc1NC(=O)Cn1c(=O)c2cccn2c2ccc(F)cc21 | nt | 5 | nt | nt | 3% | nt | 17%
CC(C)c1cc(C(=O)N[C@@H]2COCC[C@@H]2Oc2cccc(F)c2)nc(N)n1 | -5% | -2 | -31% | ? | 0% | i | 13%
O=C(C1CCCN1C(=O)c1cccc(-c2ccccn2)c1)N1CCOCC1 (configuration not stated) | nt | 5 | -22% | -11% | 18% | -48% | -32%
COC(=O)NC1CCN(C(=O)c2ccc(-c3cccs3)cc2)CC1 | nt | 17 | ? | ? | 16%[87.6 µM] | 1%[88.5 µM] | -5%[12.5 µM]
Cc1ccc(OCc2nc(C3CN(C(=O)C4(c5ccccc5)CC4)C3)no2)cc1 | -6% | 2 | ? | ? | 5% | i | -1%

Reprinted from the part before: 4 compounds, then new ones.
SMILES | Luciferase inh | IP6K1 inh | NIH3T3 tox | HEK293 tox | SNCA expr inhib | GPT2 inh | SNCA viab count
CC(C)c1cc(C(=O)N[C@@H]2COCC[C@@H]2Oc2cccc(F)c2)nc(N)n1 | -5% | -2 | -31% | ? | 0% | i | 13%
O=C(C1CCCN1C(=O)c1cccc(-c2ccccn2)c1)N1CCOCC1 (configuration not stated) | nt | 5 | -22% | -11% | 18% | -48% | -32%
COC(=O)NC1CCN(C(=O)c2ccc(-c3cccs3)cc2)CC1 | nt | 17 | ? | ? | 16%[87.6 µM] | 1%[88.5 µM] | -5%[12.5 µM]
Cc1ccc(OCc2nc(C3CN(C(=O)C4(c5ccccc5)CC4)C3)no2)cc1 | -6% | 2 | ? | ? | 5% | i | -1%
CC(=O)c1cccc(NC(=O)CCS(=O)(=O)c2ccc(Br)s2)c1 | nt | -14 | nt | nt | -14% | nt | 1%
CCOc1ccc(NC(=O)C23CCCC=C2N(CC)C(=O)CC3)cc1 (configuration not stated) | ? | 7 | i | i | 27% | i | 2%
COc1ccc(CN2CCOc3nc(-c4cc(F)cc(OC)c4)ncc3C2=O)cc1 | 28µM* | 9 | ? | ? | -2%[87.6 µM] | i | -10%[87.6 µM]
COc1ccc(-c2nc(C(C)C)nc3c2CCN(C(=O)Nc2ccc(Cl)cc2)CC3)cc1 | 0% | 1 | 35µM* | ? | -11% | i | ?
O=C(NCc1ccco1)N1CCOc2ccc(CN3CCc4ccccc4C3)cc2C1 | -5% | 0 | ? | ? | -6% | -16% | -19%
COc1ccc(-c2nc(C(C)C)nc3c2CCN(C(=O)c2ccc(C)cc2)CC3)cc1 | -2% | 7 | ? | ? | 22% | i | ?
Cc1ccc2nc([C@H]3CCN(C4CCC4)C3)[nH]c2c1 | ? | 2 | ? | ? | ? | -26%[88.5 µM] | -8%[87.6 µM]
O=C1CC2(CCN(C(=O)CCn3ccccc3=O)C2)C(=O)N1 (configuration not stated) | -22% | 3 | 0% | -14% | 6% | -9% | 3%
Cc1ncsc1CN1CCCCCCNC(=O)[C@@H]2CCC[C@@H]21 | 3% | 11 | -26% | ? | 2% | i | -4%
Cc1cccc(C)c1OCCn1c(CCNC(=O)C2CCCCC2)nc2ccccc21 | nt | 12 | nt | nt | ? | nt | ?
CC(C)NC(=O)C1CCN(C(=O)c2cc3sccc3n2Cc2ccc(Cl)cc2)CC1 | nt | 13 | nt | nt | ? | nt | -19%
COc1cc(CN2CCc3nc(Nc4ccc5c(c4)OCCO5)ncc3C2)cc(OC)c1OC | nt | 7 | nt | nt | 118%[activator] | nt | 0%
O=C1CCN(Cc2ccncc2)CCCC(C(=O)NCCc2c[nH]c3ccccc23)CCN1 (configuration not stated) | 7% | 11 | -6% | i | 3% | -3% | 1%
O=C(Cc1ccc(Cl)cc1)NCCNC(=O)c1cccc(-c2ccc(C(F)(F)F)cc2)c1 | nt | 0 | 35µM* | ? | -28% | ? | 8%[12.5 µM]
COc1cc(Cl)c(NC(=O)CCS(=O)(=O)c2ccc3c(c2)NC(=O)CO3)c(OC)c1 | nt | 16 | nt | nt | -7% | nt | 0%
CCc1nc2c(c(-c3ccc(O)cc3)n1)CCN(Cc1cccn1C)CC2 | 8% | 9 | -23% | -12% | -18% | i | 3%
O=C(Nc1ccc(Cl)nc1)c1cccn2nccc12 | ? | 4 | -15%[138 µM] | -2%[172 µM] | 42%[activator][87.6 µM] | i | -5%[87.6 µM]
CCc1ccc(CN(Cc2ccco2)C(=O)c2ccccc2Cl)cc1 | nt | 41 | nt | nt | 43%[activator] | nt | 19%
CC1=C(C#N)C(NC(=O)c2ccccc2)(C(F)(F)F)C(=O)N1 (configuration not stated) | nt | -1 | nt | nt | ? | nt | -4%
CCc1ccc(C(=O)c2cn(CC(=O)Nc3ccc(F)c(F)c3)c3cc(OC)c(OC)cc3c2=O)cc1 | nt | 15 | nt | nt | ? | nt | ?
CC(=O)N1CCN(C(=O)C[C@@H]2C[C@@H](C(C)C)[C@H](CNC(=O)c3cncnc3)C=C2C)CC1 | -6% | 17 | 1% | 2% | 0% | i | -6%
Cc1ccc2nc(NC(=O)c3cc(=O)c4cc(C)c(C)cc4o3)sc2c1 | nt | -24 | nt | nt | 14% | nt | 6%
CCOC(=O)CSc1nc2ccc(NC(=O)COc3ccccc3C)cc2s1 | nt | -3 | nt | nt | 16% | nt | 8%
Fc1ccc(-c2cc3ncc4c(n3n2)-c2cc(Cl)ccc2OC4)cc1 | nt | 11 | nt | nt | 39%[activator] | nt | 9%
COC1CN(c2ccc(C)cc2)C12CCN(C(=O)c1nccc3ccccc13)CC2 (configuration not stated) | 5% | -3 | -28% | ? | 14% | -6% | -1%
O=C(CCc1ccccc1)N1CCC(c2n[nH]c(=O)n2-c2ccccc2)CC1 | 7% | -21 | ? | -2% | -20% | -15% | 6%
O=C1Nc2ccccc2CC12CCN(Cc1ccsc1)CC2 | -2%[172 µM] | -2 | -6%[138 µM] | -2%[172 µM] | -23%[87.6 µM] | -3%[88.5 µM] | -14%[87.6 µM]
Cc1noc2c(NCCN(C)C)cc(-c3ccccn3)nc12 | -17%[172 µM] | -11 | ? | 79µM* | -8%[87.6 µM] | i | -2%[87.6 µM]
CN(Cc1ccc(F)cc1)C(=O)c1ccc(Cl)nc1 | 5%[172 µM] | -17 | -1%[138 µM] | -9%[172 µM] | ? | i | 8%[87.6 µM]
CCc1ccc(CNC(=O)c2ccc(CS(=O)c3ccc(Br)cc3)o2)cc1 (configuration not stated) | nt | 8 | nt | nt | -29% | nt | 7%
CC(C)NC(=O)c1ccc(N2CC3CC(C2)[C@H]2CCCC(=O)N2C3)nc1 (some centres not stated) | 1% | 11 | -6% | 4% | 2% | -5% | 2%
Cc1ccc2c(n1)N(C)[C@H](CO)CCN(Cc1ccc(OC(F)(F)F)cc1)C2 | -1%[172 µM] | -8 | ? | 79µM* | 2%[87.6 µM] | ? | 2%[87.6 µM]
Cc1ccc(C)c(CN2C(=O)c3ccccc3Sc3ccc(C(=O)NC4CCCC4)cc32)c1 | nt | -20 | nt | nt | 29% | nt | 15%
O=C(NCc1ccc2c(c1)OCO2)c1ccc2c(c1)N(Cc1cccc(Cl)c1)C(=O)c1ccccc1S2=O (configuration not stated) | nt | -10 | nt | nt | 51%[activator] | nt | -11%
CC(C(=O)NCc1ccco1)C1CCOCC1 (configuration not stated) | -9% | 22 | i | -4% | 3% | i | 5%[12.5 µM]
CN(C)c1ccc(CNC(=O)c2cnc3sc(N4CCOCC4)nn3c2=O)cc1 | nt | 12 | nt | nt | -14% | nt | 0%
COc1cccc(CNC(=O)[C@@H]2C[C@@H](O)CN2C2CCN(C(=O)Cc3cccc(OC)c3)CC2)c1 | 3% | -7 | 5% | 2% | -20% | i | 1%
COc1ccccc1-c1c(C)nn2c(C(F)(F)F)cc(-c3ccccc3)nc12 | nt | -3 | nt | nt | -5% | nt | -1%
CN1C(C(=O)Nc2ccccn2)=C(O)c2ccccc2S1(=O)=O | nt | 9 | nt | nt | 5% | -22% | 4%
CC(C)c1ccc(NC(=O)CN(C)S(=O)(=O)c2ccc3c(c2)n(C)c(=O)c(=O)n3C)cc1 | nt | -7 | nt | nt | -5% | nt | 5%
O=C(CCn1ccn2nc3c(c2c1=O)CCCC3)NCc1ccc(F)cc1 | 11% | 13 | i | -2% | -10% | ? | -10%
COc1ccc(CNC(=O)c2cc(-c3ccc(Br)s3)nc3ccccc23)cc1 | nt | 6 | nt | nt | -20% | nt | 0%
N#C/C(=C\c1ccc(-c2ccc(C(=O)O)cc2)o1)C(=O)Nc1ccccc1C(=O)O | nt | 4 | nt | nt | -8% | nt | -1%
Cc1cccc(-n2c3nc(=O)[nH]c(=O)c-3cc3c(Cl)cccc32)c1C | nt | -10 | nt | nt | ? | nt | -22%
CN(Cc1cnccn1)C(=O)c1sc2cccc(F)c2c1Cl | -11% | -6 | -6% | -4% | -8% | 4% | -6%
COc1ccc(C(=O)N2CCc3cc(OC)c(OC)cc3C2COc2ccccc2OC)cc1 (configuration not stated) | nt | 15 | nt | nt | -28% | nt | -6%
